# eLon inh – inhibitors of E. coli Lon protease; inhibition, % at 7.94 µM; 360,000 compounds, 0.42% hits; purified E. coli Lon protease, fluorescence polarization; in the data active = inhibition above about 13%, passing the limit was not always enough;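 note: 0% = enzyme with probe and DMSO and 100% = no enzyme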
# MsrA inhibitor – inhibits bovine methionine sulfoxide reductase A. AID 651718. purified bovine MsrA, absorbance read-out. 360,000 compounds, 0.75% hits. inhibition, % at 15.5 µM; in the data active = inhibition above about 4.5%;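 note: 0% = vehicle wells with enzyme and 100% = reference inhibitor wells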
# FAS TE block – FAS thioesterase (human) inhibition; P49327; recombinant FAS-TE, OMFH fluorogenic substrate, fluorescence endpoint; inhibition, % at 15 µM; 360,000 compounds, 0.67% hits;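 active = compounds whose normalised, plate-corrected inhibition of enzyme fluorescence in the single-dose primary screen is 50% or more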;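 note: 0% = DMSO with enzyme and 100% = substrate without enzyme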
# MT1-MMP act inh – inhibitors of human MT1-MMP activation; HT1080 RFP-PRO-GFP cells, GFP/RFP ratio fluorescence, overnight; percent of plate control window, DMSO zero; P50281; 360,000 compounds, 0.061% hits; GFP/RFP ratio change, % at 20 µM;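 active = GFP/RFP ratio change of at least 30% with cell ATP level not reduced by more than half and red fluorescence within 50% of control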; note: strong numbers were not always called active
#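 Assay system: HT1080 cells carrying an RFP-PRO-GFP reporter | Dosing: Single dose of 20 µM compound, 1% DMSO final | Incubation: Cells overnight before dosing, compound overnight, 37 °C, 5% CO2 | Evaluation: GFP/RFP fluorescence ratio | Control set: DMSO and RFP-L50D-GFP cell wells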
# Rin1-Abl PPI inh – blocks binding of human Rin1 to Abl; 360,000 compounds, 0.4% hits; TR-FRET Rin1/Abl binding, biochemical; inhibition, % at 7.35 µM; P00519+Q13671; in the data active = inhibition above about 5%, passing the limit was not always enough
# CendR NRP1 mod – modulators of CendR peptide binding to human neuropilin-1; O14786; FAM-RPARPAR peptide binding to NRP-1, fluorescence polarization; inhibition, % at 25 µM; 360,000 compounds, 0.85% hits;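 active = inhibition or corrected inhibition above about 18%, plus a signal ratio from 0.5 to 1.5, limit read from the data, passing the limit was not always enough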; note: strong numbers were not always called active
# bovine MsrA act – bovine methionine sulfoxide reductase A activation. purified bovine MsrA, absorbance read-out. activation, % at 10.6 µM. 360,000 compounds, 0.3% hits. AID 602163; in the data active = activation above about 7.5%;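 note: 0% = vehicle and 100% = reference activator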
# Neddyl block – blocks human cullin neddylation; TR-FRET cullin neddylation, biochemical; calls only at 25 µM; 360,000 compounds, 0.58% hits; AID 651699; in the data active = inhibition above about 36%
# Target sequence (P61081 whole entry, looked up): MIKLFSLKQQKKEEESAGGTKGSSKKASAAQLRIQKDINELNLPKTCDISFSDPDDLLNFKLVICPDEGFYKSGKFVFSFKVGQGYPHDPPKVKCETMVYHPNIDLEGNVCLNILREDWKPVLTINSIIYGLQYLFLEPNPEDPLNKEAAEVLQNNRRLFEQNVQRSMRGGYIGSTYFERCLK
# Target sequence (Q13564 whole entry, looked up): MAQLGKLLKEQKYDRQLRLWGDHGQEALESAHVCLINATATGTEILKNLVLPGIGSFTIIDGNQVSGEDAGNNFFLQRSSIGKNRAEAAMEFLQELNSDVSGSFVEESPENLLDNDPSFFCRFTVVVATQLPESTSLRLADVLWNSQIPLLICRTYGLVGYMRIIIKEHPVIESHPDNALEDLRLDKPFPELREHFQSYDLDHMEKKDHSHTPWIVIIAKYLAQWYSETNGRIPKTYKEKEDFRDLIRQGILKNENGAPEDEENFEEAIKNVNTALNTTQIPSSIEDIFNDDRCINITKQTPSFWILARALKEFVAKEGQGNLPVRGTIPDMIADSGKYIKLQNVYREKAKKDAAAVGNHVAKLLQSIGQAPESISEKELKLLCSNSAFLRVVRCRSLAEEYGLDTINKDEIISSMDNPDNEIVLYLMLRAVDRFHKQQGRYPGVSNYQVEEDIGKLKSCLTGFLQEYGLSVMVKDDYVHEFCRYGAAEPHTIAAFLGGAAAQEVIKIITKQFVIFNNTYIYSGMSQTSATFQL
# SKN-1 inh – inhibitors of C. elegans SKN-1. C. elegans VP596 Pgst-4::GFP/RFP ratio, acrylamide-induced, 24 h. 360,000 compounds, 0.49% hits. inhibition, % at 21.8 µM;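 active = interference check ratio from 0.5 to 1.5 plus GFP to RFP signal ratio inhibition reaching or exceeding a fixed threshold, cut at about 30% in these data, passing the limit was not always enough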; note: some compounds called inactive have numbers as strong as hits
# Active calls of the source: *; i = inactive; x = not tested or not shown.
# Below each SMILES – Rin1-Abl PPI inh	SKN-1 inh	Neddyl block	CendR NRP1 mod	bovine MsrA act	MsrA inhibitor	FAS TE block	eLon inh	MT1-MMP act inh
Cn1c(CNC(=O)c2ccc(Cl)cc2)nnc1SCC(=O)NC1=NCCS1
  0	-11	i	3	7	-0.8	-3	-2	1
Cc1ccc(SCC(=O)Nc2ccccc2C(=O)O)cc1
  -2	4	i	-6	-2	1.0	-3	-1	0
S=P(N1CC1)(N1CC1)N1CC1
  -5	1	i	-7	-4	-0.6	-4	1	-3
O=C(OCc1cccc(F)c1)c1cc2ccccc2cc1O
  -2	10	i	1	-4	0.1	34	-4	-2
O=C(COc1ncnc2sccc12)NC1CCCc2ccccc21 (configuration not stated)
  -1	-10	i	-3	-7	0.1	-16	0	0
CC(=O)c1cccc(NS(=O)(=O)c2ccc3c(c2)oc(=O)n3C)c1
  -1	37*	i	3	-1	0.1	-6	8	5
CCOC(=O)C1CCCN(C(=O)/C(=C/c2ccco2)NC(=O)c2ccccc2)C1 (configuration not stated)
  -2	7	i	-11	-3	0.4	-8	-7	-6
CC(C)c1nn2c(=O)cc(COc3cccc(NC(=O)c4ccco4)c3)nc2s1
  2	5	i	0	1	-0.8	-17	-5	-2
Clc1ccc2nc(-c3ccccc3)c(CN3CCOCC3)n2c1
  -5	-29	i	-12	-6	0.6	-2	-2	0
Cc1ccc(N/C=C/C(=O)c2ccc(C)cc2)cc1
  -2	17	i	-8	-1	0.1	-2	3	0
Cc1oc(-c2cccc(Cl)c2)nc1CS(=O)(=O)CC(=O)NCCCN1CCOCC1
  0	-10	i	5	-2	-0.1	-7	-8	-6
Cc1ccc(C(=O)Nc2cc([N+](=O)[O-])ccc2F)s1
  1	9	i	-11	2	-0.5	27	1	2
COc1ccc(CN2CCC(C(=O)NCCc3ccc(OC)c(OC)c3)CC2)c(OC)c1
  1	-12	i	6	-2	-0.4	-10	-2	0
Cc1c(C)c(C)c(C(=O)C2CCN(c3ccc([N+](=O)[O-])cn3)CC2)c(C)c1C
  2	7	i	-8	0	-0.7	20	-7	2
CC(C)N(C(=O)[C@H]1C[C@H](CC(=O)NCC23CC4CC(CC(C4)C2)C3)C(=O)N2CCc3c([nH]c4cc(CCC(=O)N(C)C)ccc34)[C@]12C)C(C)C
  -1	-8	i	4	3	0.7	10	-5	-11
O=C(O)CC1(CC(=O)Nc2ccc(C(F)(F)F)cc2)CCCC1
  4	-2	i	-2	-3	1.4	-3	-1	0
COc1ccc(C(=O)N(C)c2ccccc2C(=O)NCCc2ccccc2)cc1
  -3	13	i	16	5	1.2	-8	-2	-1
CC1(Oc2ccc(Cl)cc2)CCN(Cc2ccc(OC(F)(F)F)cc2)C1 (configuration not stated)
  1	31	i	-15	-1	0.5	14	-16	2
CCOC(=O)N1CCc2c(sc(NC(=O)CN(CC)CC)c2C#N)C1
  -4	20	i	2	-2	2.3	-6	-4	-2
Cc1ccc(NC(=O)CSc2nc3c([nH]c4ccccc43)c(=O)n2C)cc1
  -2	19	i	-2	0	-1.4	-4	4	1
OCC1CCCCN1C(=S)Nc1ccc(Cl)cc1Cl (configuration not stated)
  -1	-5	i	0	-2	1.8	-1	3	3
O=C(Nc1ccc(F)c(Cl)c1)c1cc(C2CCCCN2C(=O)c2ccccc2)on1 (configuration not stated)
  -1	-5	i	-18	1	2.3	19	-4	-8
COc1ccc(CN(CC(=O)NC(C)C)C(=O)CCC(=O)Nc2nccs2)cc1
  -1	6	i	-1	-2	-0.2	-2	15	0
O=C(Nc1cccc(O)c1)c1noc2c1CCc1ccccc1-2
  -1	1	i	14	0	-0.6	5	-2	-3
Cc1ccc2c(CSc3nnc(C4CC4)n3N)cc(=O)oc2c1
  2	10	i	12	-2	1.2	-6	-5	2
Nc1nnc(-c2cccc([N+](=O)[O-])c2)o1
  0	-2	i	-9	0	-1.0	14	-8	1
C/C(=N\OCC(=O)Nn1c(=O)[nH]c2ccccc2c1=O)c1cccs1
  3	4	i	-10	0	0.2	-3	-5	2
N#C/C(=C\c1cccnc1)C(=O)Nc1ccccc1[N+](=O)[O-]
  -2	16	i	9	-1	2.8	-4	-1	-3
CCCCCN(C(=O)CCC(=O)OCCOc1cccc(C)c1)c1c(N)n(CCCC)c(=O)[nH]c1=O
  3	10	i	4	-6	2.0	3	0	-10
Cc1cccnc1C(NC(=O)C1CCN(Cc2cn(C)c3ccccc23)CC1)c1ccc(Cl)cc1 (configuration not stated)
  2	18	i	-14	0	-0.6	-3	10	1
CN(C)Cc1c(C(=O)N/N=C/c2cccc3ccccc23)nnn1-c1nonc1N
  1	15	i	13	-13	-0.2	-2	0	x
Cc1c(C(=O)OCC(=O)N(C)Cc2ccccc2)oc2ccccc12
  2	2	i	3	-8	-0.1	17	-3	3
Nc1ccccc1SC1CC(=O)N(c2ccc3c(c2)OCO3)C1=O (configuration not stated)
  -1	1	i	2	-2	-0.7	-3	-4	2
CC(NC(=O)c1ccc(C23CC4CC(CC(C4)C2)C3)cc1)C(=O)O (configuration not stated)
  2	1	i	11	-10	0.0	-5	-4	3
Cc1cc(C)c(C)c(OCCN2CCOCC2)c1
  1	17	i	5	-2	0.7	-2	8	1
O=C(NCc1cccnc1)c1ccc([N+](=O)[O-])o1
  -8	13	i	2	2	0.5	-4	-5	5
Cc1ccc2oc(C(=O)NCC3CCOCC3)c(C)c2c1
  3	17	i	26*	-2	-0.8	-3	-7	-1
Cc1cc(Cl)c(S(=O)(=O)Nc2ccc3c(c2)OCO3)cc1OCC(N)=O
  0	0	i	-11	-3	-0.4	3	-4	4
OC[C@H]1O[C@@H](c2nc(-c3ccccc3Br)no2)[C@H](O)[C@@H](O)[C@H]1O
  1	-19	i	5	-1	-0.2	-9	-13	1
COCCNC(=O)CSc1nnc(-c2ccc(C)cc2)c(-c2ccc(C)cc2)n1
  -7	9	i	5	-3	-0.4	10	-4	-2
O=S(=O)(NCCC1=CCCCC1)c1cccc2nsnc12
  0	6	i	-11	-2	-0.1	-4	-4	-2
CCOC(=O)CCCN(c1[nH]c(C)c(C)c1C#N)S(=O)(=O)c1ccc(C)cc1
  -5	-2	i	-7	-3	-0.8	7	-15	0
CNC(=S)N/N=C/c1ccc(-c2cc([N+](=O)[O-])ccc2Cl)o1
  2	5	i	0	-10	1.0	4	3	4
CCNc1nc(NCC)n2c(SCC(=O)Nc3ccc(CC)cc3)nnc2n1
  2	7	i	-5	-3	x	-5	-2	-1
Cn1cc(C(=O)N2CCCC(Nc3ccc(F)cc3)C2)c2ccccc21 (configuration not stated)
  -3	18	i	3	-3	1.2	0	-1	-2
Cc1ccc2[nH]c3c(=O)n(CC(=O)N4CC(C)CC(C)C4)ncc3c2c1 (configuration not stated)
  2	10	i	8	-1	-0.5	-16	2	1
O=C(NCCc1ccccc1)C1CCN(S(=O)(=O)N2CCOCC2)CC1
  4	-7	i	5	-3	0.1	-5	0	2
Cc1ccccc1SCC(=O)OCC(=O)NCc1ccccc1
  -2	23	i	13	-1	-0.7	-7	-1	6
CN(CC(=O)NCc1cccs1)S(=O)(=O)c1cccc2cccnc12
  0	12	i	-2	1	-0.7	-7	-1	0
CCOC(=O)C1=CCN(S(=O)(=O)c2ccc(Cl)cc2)C1c1cccc(C)c1 (configuration not stated)
  1	6	i	-14	0	0.4	16	2	6
CCCS(=O)(=O)N1CCN(C(=O)c2cc(OC)cc(OC)c2)CC1
  2	6	i	-7	-2	-0.4	-2	-12	4
O=C(NCCOc1ccc(F)cc1)C1CCC(=O)N(Cc2ccc(Cl)cc2)C1 (configuration not stated)
  1	-1	i	-27	-1	-0.7	-1	-10	0
Cc1cc(C(=O)N2CCCC(CO)(Cc3ccc(F)cc3F)C2)nn1C (configuration not stated)
  1	3	i	5	-3	-0.2	-6	-8	1
Cc1c(Cl)cnc(NC(=O)COC(=O)Cc2coc3ccc4ccccc4c23)c1Cl
  -2	15	i	-5	-4	0.1	36	-20	2
CCOc1ccc2nc(NC(=S)NCc3ccccc3)sc2c1
  -4	7	i	8	-1	-1.2	2	-2	5
CN(Cc1ccccc1)C(=O)c1ccc(NC(=O)Cc2ccc(NC(=O)C3CCCN(C(=O)c4ccccc4)C3)cc2)cc1 (configuration not stated)
  -3	-17	i	-12	-3	-0.8	-2	-6	2
O=S(=O)(Nc1ccc(-c2nc3cccnc3s2)cc1)c1cccs1
  -2	-15	x	-3	-10	2.5	1	-8	6
CCOc1ccc(NC(=O)c2ccccc2OCC(=O)c2ccccc2)cc1
  -1	19	i	3	-2	0.1	34	8	-1
O=S(=O)(c1ccccc1C(F)(F)F)N1C=CC(C(F)(F)F)=NCC1
  0	6	i	-2	-1	-0.7	-4	-9	-1
Cc1ccc(OCC(O)CN2C(=O)NC(C)(C)C2=O)c(C)c1 (configuration not stated)
  -2	2	i	-2	-10	1.4	-2	-5	-1

# Shown field by field: two of the compounds above.
Structure: CCOc1ccc(NC(=O)c2ccccc2OCC(=O)c2ccccc2)cc1
  Rin1-Abl PPI inh = -1	SKN-1 inh = 19	Neddyl block = i	CendR NRP1 mod = 3	bovine MsrA act = -2	MsrA inhibitor = 0.1	FAS TE block = 34	eLon inh = 8	MT1-MMP act inh = -1

Structure: O=S(=O)(c1ccccc1C(F)(F)F)N1C=CC(C(F)(F)F)=NCC1
  Rin1-Abl PPI inh = 0	SKN-1 inh = 6	Neddyl block = i	CendR NRP1 mod = -2	bovine MsrA act = -1	MsrA inhibitor = -0.7	FAS TE block = -4	eLon inh = -9	MT1-MMP act inh = -1

# More structures.
# Below each SMILES – Rin1-Abl PPI inh	SKN-1 inh	Neddyl block	CendR NRP1 mod	bovine MsrA act	MsrA inhibitor	FAS TE block	eLon inh	MT1-MMP act inh
O=C(c1cccc(S(=O)(=O)Nc2ccc(F)cc2)c1)N1CCOCC1
  0	14	i	10	-3	0.2	-7	0	5
CCCCOc1ccc(C(=O)OC(C)CN(C)C)cc1 (configuration not stated)
  6	5	i	10	0	0.3	-8	-1	1
CC(OC(=O)CN1C(=O)c2ccccc2C1=O)C(=O)NCc1ccccc1 (configuration not stated)
  -2	3	i	-11	1	-0.9	-2	-5	2
CC(NO)C(C)(C)NO (configuration not stated)
  2	-10	i	9	5	1.3	-13	-10	0
Cc1nc(C)c(C(=O)O)c(-c2ccsc2)c1C(=O)O
  -3	-9	i	9	-5	-0.9	-9	4	0
CCc1ccccc1NC(=O)CN(C)C(=O)CN1C(=O)NC2(CCCCCC2)C1=O
  -2	19	i	5	-1	0.9	-7	-3	18
O=C(Nc1cc(S(=O)(=O)N2CCOCC2)ccc1OCC(F)(F)F)C1CCCC1
  2	15	i	4	-6	-0.7	-8	-10	-2
CC(=O)c1ccc(-n2cc(-c3ccc(C(C)(C)C)cc3)[n+]3c2SCCC3)cc1
  2	-8	i	-4	0	-0.6	-6	-4	-4
COc1ccc(N2CC(C(=O)NCc3nnnn3-c3ccc(C)c(C)c3)CC2=O)cc1 (configuration not stated)
  4	16	i	2	-9	0.5	-7	0	1
Cc1ccccc1CC1(CO)CCCN(C(=O)c2cc(Cl)ccc2F)C1 (configuration not stated)
  0	1	i	1	-1	0.3	6	-2	-4
CCNc1ccc(S(=O)(=O)N(C)C)cc1[N+](=O)[O-]
  1	-9	i	-4	-13	-1.7	-12	3	x
COCCSc1ccccc1C(=O)N1CCc2ccccc2C1
  4	-18	i	0	-2	-0.3	-2	0	-3
O=C(CSc1nnc(-c2ccncc2)n1CC1CCCO1)Nc1nccs1 (configuration not stated)
  -1	9	i	-4	-4	-1.5	-5	2	5

# 3 compounds out of the list, sorted by molecular weight, lowest first:
# Below each SMILES – Rin1-Abl PPI inh	SKN-1 inh	Neddyl block	CendR NRP1 mod	bovine MsrA act	MsrA inhibitor	FAS TE block	eLon inh	MT1-MMP act inh
CCCCOc1ccc(C(=O)OC(C)CN(C)C)cc1 (configuration not stated)
  6	5	i	10	0	0.3	-8	-1	1
O=C(c1cccc(S(=O)(=O)Nc2ccc(F)cc2)c1)N1CCOCC1
  0	14	i	10	-3	0.2	-7	0	5
COc1ccc(N2CC(C(=O)NCc3nnnn3-c3ccc(C)c(C)c3)CC2=O)cc1 (configuration not stated)
  4	16	i	2	-9	0.5	-7	0	1
